CAL PDZ FP-1 = untagged CAL PDZ binding inhibitors, primary screen, biochemical, fluorescence polarization, HTS | Golgi-associated PDZ and coiled-coil motif-containing protein (Homo sapiens), Q9HD26 | purified CAL PDZ, TMR-peptide fluorescence polarization, 1 h | inhibition, % at 24.9 µM | AID 602252, 2012 | actives 0.92% (n = 300,000);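 active means mean inhibition of at least 30% with at least half of replicates also reaching 30%; inconclusive means no clear call, values can overlap the other calls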;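 further: 0% = DMSO neutral control and 100% = excess unlabeled competitor peptide PRC23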
V-ATPase pH = regulators of yeast V-ATPase proton pumping, primary screen, pHLuorin cytosolic pH fluorescence. S. cerevisiae. response, % at 10 µM. actives 0.37% (n = 350,000). AID 504577, 2011; in the data active means response mostly above about 7.3%, no sharp cut-off; inactive means mostly below about 5.4%; further: actives read high; inactives centre near 0; some compounds called inactive have numbers as strong as hits
Tat export inh = E. coli Tat export inhibitors, primary screen, MC4100, TorA-mCherry reporter, fluorescence, single point; inhibition, % at 10 µM; actives 0.036% (n = 340,000); AID 488895, 2010;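 active means mean replicate inhibition at least 50% and at least half of replicates individually reaching 50%; inconclusive means only one of the two criteria met; inactive means neither criterion met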;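 further: exported cargo escapes ClpAP degradation while cytoplasmic cargo is degraded and loses fluorescence; 0% = median of neutral control wells and 100% = median of NaSCN control wells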
CAL PDZ FP-2 = CAL PDZ peptide-binding inhibitors, primary screen, biochemical, fluorescence polarization, Cer-tagged CAL PDZ, HTS; actives 0.02% (n = 330,000); AID 504414, 2011; Golgi-associated PDZ and coiled-coil motif-containing protein (Homo sapiens), Q9HD26; purified CAL PDZ, TMR-peptide fluorescence polarization, 1 h; inhibition, % at 20 µM;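 active means highest replicate inhibition of at least 40%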;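 further: plate controls were DMSO neutral control wells for no effect and unlabeled competitor peptide control wells for full effect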
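Material – purified CerCALP PDZ construct · Detection – FP readout, S and P plane fluorescence · Measure – percent inhibition from loss of millipolarization · Controls – unlabelled peptide for full inhibition, DMSO wells as neutral · Probe or stimulus – TMR-labelled reporter peptide T*-PRC34 bound in PDZ groove · Times – 1 h at RT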
Wnt act = Wnt/beta-catenin pathway activators, primary screen, cell-based, plate reader, single point; Wnt/beta-catenin reporter cell assay, activator; actives 1.2% (n = 300,000); activation, % at 9.35 µM; in the data active means activation above about 30%, passing the limit was not always enough; inconclusive means no clear call, values can overlap the other calls;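 further: 0% = neutral control wells and 100% = positive control wells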
RTF Ca sens act = cardiac RTF calcium sensitivity activators, primary screen, biochemical, IANBD-TnC fluorescence, EC20 calcium | Troponin I, cardiac muscle (Homo sapiens) + Troponin T, cardiac muscle (Homo sapiens) + … | IANBD-labeled TnC RTF fluorescence at EC20 calcium; 0% EC20 calcium, 100% full calcium | activation, % at 7.2 µM | actives 0.24% (n = 340,000);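 active means activation above the mean over all tested compounds plus 3 SD, cut at about 30% in these data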;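 further: rise in fluorescence read as greater calcium sensitivity of cardiac thin filaments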
CDK5 p35 inh = inhibitors of human CDK5/p35 kinase, primary screen, biochemical, single concentration; Cyclin-dependent kinase 5 (Homo sapiens) + Cyclin-dependent kinase 5 activator 1 (Homo …; Recombinant CDK5/p35, ADP-Glo luminescence, 60 min; inhibition, % at 10 µM; actives 0.01% (n = 330,000);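 active means highest replicate inhibition of at least 50% and at least 75% of replicates reaching 50%; inconclusive means only one of the two criteria met; inactive means both criteria failed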;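 further: plate controls were DMSO neutral control for no effect and GW8510 at 10 µM for full effect; many of its hits are not listed in these tables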
Rtt109 Vps75 = inhibitors of C. albicans Rtt109/Vps75 HAT, primary screen, biochemical, ThioGlo CoA-SH fluorescence, plate reader | purified Rtt109/Vps75, 4 h | actives 0.16% (n = 330,000) | Histone acetyltransferase RTT109 (Candida albicans (strain SC5314 / ATCC MYA-2876)), … | AID 540336, 2011 | inhibition, % at 34.9 µM;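 active means inhibition of at least 50% in every replicate; inconclusive means best replicate reaches 50% inhibition but some replicates fall short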
Target sequence (Q5AAJ8 whole entry, looked up): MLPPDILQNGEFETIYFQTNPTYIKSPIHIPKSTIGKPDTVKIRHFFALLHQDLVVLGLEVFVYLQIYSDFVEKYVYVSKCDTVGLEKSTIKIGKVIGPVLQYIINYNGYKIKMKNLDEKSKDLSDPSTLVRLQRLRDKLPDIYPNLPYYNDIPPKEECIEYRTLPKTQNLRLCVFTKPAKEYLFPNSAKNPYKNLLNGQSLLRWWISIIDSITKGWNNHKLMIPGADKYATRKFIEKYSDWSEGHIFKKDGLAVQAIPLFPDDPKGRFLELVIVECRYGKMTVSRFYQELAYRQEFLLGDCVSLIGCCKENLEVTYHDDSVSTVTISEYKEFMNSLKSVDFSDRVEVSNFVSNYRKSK
dFosB act = activators of delta FosB homodimer, primary screen, biochemical, fluorescence polarization, TAMRA-CDK5 oligo, single point | Protein FosB (Mus musculus), P13346 | purified delta FosB; percent of positive-control signal above neutral wells | activation, % at 25 µM | actives 0.99% (n = 340,000) | AID 493131, 2011;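 active means mean activation above about 17%, with every replicate also reaching it, limit read from the data, passing the limit was not always enough; inconclusive means only one of the two conditions met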;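 further: fluorescence polarization rise as delta FosB binds a TAMRA Cdk5 AP-1 oligo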
Target sequence (P13346 whole entry, looked up): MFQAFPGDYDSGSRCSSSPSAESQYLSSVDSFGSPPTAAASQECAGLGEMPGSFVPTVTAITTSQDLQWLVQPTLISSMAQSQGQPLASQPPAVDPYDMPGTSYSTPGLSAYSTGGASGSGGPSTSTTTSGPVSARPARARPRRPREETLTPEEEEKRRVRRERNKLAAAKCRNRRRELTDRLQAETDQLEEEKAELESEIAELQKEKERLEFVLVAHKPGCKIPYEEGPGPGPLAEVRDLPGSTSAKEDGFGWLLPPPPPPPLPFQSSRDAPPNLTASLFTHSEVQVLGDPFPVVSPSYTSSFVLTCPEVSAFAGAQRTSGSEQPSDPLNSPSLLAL
MITF TRPM1 HTS = activators of MITF-driven TRPM1 promoter reporter, primary screen, cell-based, SK-MEL-5, luciferase, single point; SK-MEL-5 TRPM1-promoter luciferase, 24 h; % of positive control, neutral wells = 0; activation, % at 12.5 µM; actives 0.75% (n = 300,000);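 active means mean activation of at least 80% with every replicate also reaching 80%; inconclusive means mean reaches 80% but some replicate falls short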;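 further: 0% = neutral control wells and 100% = parthenolide positive control wells; values of inactives mirror those of a sister screen read the other way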
Numbers without * were called inactive; ? = inconclusive; . = no result given.

SMILES	CAL PDZ FP-1	V-ATPase pH	Tat export inh	CAL PDZ FP-2	Wnt act	RTF Ca sens act	CDK5 p35 inh	Rtt109 Vps75	dFosB act	MITF TRPM1 HTS
COc1cccc(-c2nc(CS(=O)(=O)CC(=O)NCCCN3CCN(C)CC3)c(C)o2)c1	2	0	-5	-2.9	-7	-1	-1.0	-12	-7	6
COc1cc(C(=S)N2CCCC2)ccc1OCc1ccc(C)cc1	-3	-2	6	-1.4	9	2	-1.6	14	1	66
O=C(NCC1CCCO1)C1CCCN(S(=O)(=O)c2cccc3nsnc23)C1 (stereo unspecified)	.	2	-11	-0.5	.	-2	-1.0	-11	3	.
CC(C)(C)C(=O)Nc1nc2ccc(S(C)(=O)=O)cc2s1	2	-3	9	-2.5	19	-2	0.7	9	-3	69
Cc1cc(=O)c(C(=O)OC(C)C(=O)NC(N)=O)nn1-c1ccc(Cl)cc1 (stereo unspecified)	9	1	-3	-0.2	-2	-6	-4.0	-2	6	6
CN(C(=O)c1ccc(NC(=O)C2CCN(C(=O)OC(C)(C)C)CC2)cc1)C1CCC1	3	4	-2	-0.2	-1	7	-0.1	4	-7	4
c1ccc(C2CC(c3cccs3)n3nnnc3N2)cc1 (stereo unspecified)	-2	-3	0	-0.4	-2	3	0.7	3	5	.
CCCOc1ccc(C2C(C(=O)c3ccco3)=C(O)C(=O)N2CCCn2ccnc2)cc1 (stereo unspecified)	5	3	-1	-0.7	7	2	0.5	9	-4	6
O=C(C(=O)N1CCN(c2ccc([N+](=O)[O-])cc2)CC1)c1cn(CC(=O)N2CCOCC2)c2ccccc12	-1	-2	23	0.1	3	0	-1.5	0	-1	2
O=C(CSc1n[nH]c(=O)n1C1CC1)Nc1ccc(F)c(Cl)c1	-5	3	1	-1.5	4	-6	2.2	.	-3	5
CCOC(=O)Cc1csc(CC(N)=O)n1	-2	4	4	-1.2	0	18	-1.1	-1	0	.
Cc1sc(NC(=O)c2sc3nc4c(C)cccc4cc3c2N)c(C#N)c1C	-2	-3	1	-2.4	.	2	0.0	.	-13	.
CCN(C(=O)COC(=O)c1nccnc1N)c1cccc2ccccc12	-3	-1	-4	-0.9	0	6	-0.1	4	0	-7
CC(C)c1ccc(/C=N/NC(=O)c2ccccn2)cc1	.	-2	1	-0.5	19	6	3.7	-1	-5	.
COc1ccc(-c2noc(C3CCCN(C(=O)CCc4ccccc4)C3)n2)cc1 (stereo unspecified)	-4	-2	15	.	.	-5	1.4	0	-9	8
Cn1c(=O)c2c(SCc3cccnc3)nc(C3CC3)nc2n(C)c1=O	.	-3	-6	-4.4	-3	-1	1.5	-5	-24	.
Cc1cc(C(=O)NNC(=S)NC(C)c2ccccc2)cs1 (stereo unspecified)	-3	0	-5	-1.5	21	1	-1.3	-6	-6	-18
Cn1c(SCc2nc(-c3ccc(Cl)cc3)no2)nnc1-c1cccs1	0	-2	-2	-0.3	4	0	-1.5	2	-5	-2
O=C(CN1C(=O)C2C3CCC(C3)C2C1=O)NCc1ccco1 (stereo unspecified)	2	0	-1	-1.5	-2	-7	-1.2	-13	1	6
O=C(Nc1cccc(C(=O)N2CCOCC2)c1)c1ccccc1	-2	-1	0	-1.2	-6	4	0.2	-1	1	-6
CS(=O)(=O)Nc1ccc(C2=NN(S(C)(=O)=O)C(c3ccc4c(c3)OCO4)C2)cc1 (stereo unspecified)	-4	-4	-3	-2.8	19	-3	2.1	-17	15	43
COCc1ccc(CN2CCCC(CCC(=O)NCc3cccc(OC)c3)C2)o1 (stereo unspecified)	1	1	-5	0.0	-8	2	0.3	-2	7	6
CCn1cc(S(=O)(=O)Nc2ccccc2C(F)(F)F)cn1	-6	-2	3	-2.5	1	11	0.2	0	-12	2
C#CCN(C(=O)CC1C(=O)NCCN1C/C=C/c1ccccc1)C1CCCCC1 (stereo unspecified)	-1	5	-2	-1.9	-2	-1	-0.9	12	-6	12
c1ccc(OCCOc2ncnc3ccccc23)cc1	0	-1	-3	-5.8	.	3	-1.5	.	-4	?
Cc1cc(C(=O)Nc2ccc3[nH]ccc3c2)no1	-2	-5	-4	1.4	59*	-2	0.8	-2	-3	64
O=C(Nc1ccon1)c1ccc(S(=O)(=O)N2CCCCCC2)cc1	-4	5	7	.	.	-4	-1.1	4	10	20
COc1ccc(-n2c(=O)c3ccccc3n(Cc3ccccc3F)c2=O)cc1OC	2	-3	-23	0.0	-3	2	-0.4	2	-7	-1
CC1=NN(C(C)C)C(=O)C1	7	4	-5	-1.6	.	-2	-3.0	-12	5	1
COCCn1c(SCC(=O)NC2CC2)nc2ccccc21	3	0	3	1.1	4	0	0.4	1	1	5
Cc1c(C(=O)N2CCN(Cc3ccccc3)CC2)sc2ncnc(N3CCOCC3)c12	-2	2	2	-2.2	.	-5	-1.3	1	0	-12
Cc1ccc(-c2csc(NC(=O)CCNC(=O)c3ccccc3Cl)n2)cc1	-6	2	-4	-2.4	2	-3	-0.2	2	-8	-3
CC1CCc2c(C(=O)Nc3cccc(-c4nn[nH]n4)c3)csc2C1 (stereo unspecified)	1	-3	6	-2.9	3	2	-1.8	8	-12	4
Cc1ccc(C)c(NC(=O)CN(C)C(=O)CCN2C(=O)c3ccccc3C2=O)c1	-4	-2	-4	0.5	.	2	0.8	-1	1	1
CN(CC(=O)NCCCn1ccnc1)S(=O)(=O)c1ccc(Cl)cc1	0	-3	-3	-0.4	-5	2	2.0	14	-9	-3
COc1cccc(COc2ncnc3sccc23)c1	-4	-2	3	-1.4	0	7	0.5	-3	7	-1
COc1ccccc1OCCNC(=O)C1CC(=O)N(Cc2ccc(C)cc2)C1 (stereo unspecified)	-4	-2	-12	-1.5	-5	-2	1.3	-2	-3	-9
CC(=O)c1cccc(NS(=O)(=O)c2ccc3c(c2)N(C(C)=O)CCO3)c1	-1	-5	-5	-2.0	-3	2	-1.3	-2	0	7
O=C(Cc1cccs1)NCCSc1c(-c2ccc(Cl)cc2)[nH]c2ccccc12	2	0	9	0.1	-6	0	-1.3	0	6	.
CN(CC(=O)Nc1ccccc1Cl)C(=O)COC(=O)Cc1ccc(F)cc1	-3	4	1	-1.9	3	-3	-1.2	-10	-7	3
O=[N+]([O-])c1cc(Cl)cc2c1nc(NCCO)c1ccccc12	-1	-1	-3	-1.9	8	-4	0.2	-1	-2	-7
Cc1cc(F)ccc1NC(=O)c1ccc(NS(=O)(=O)c2cc(C(C)(C)C)ccc2C)cc1	0	-1	-5	-2.4	-3	3	-0.3	0	-8	-13
COc1ccc(C)cc1-n1[nH]nnc1=S	1	3	4	0.2	-2	2	1.0	-62	10	-11
O=C(c1ccco1)N1CCN(c2ccc(Cl)cc2)CC1	-2	6	-9	1.5	22	-4	-0.2	4	-3	93*
O=C(O)CC(Cc1ccc(Cl)cc1)C(=O)NCC12CC3CC(CC(C3)C1)C2 (stereo unspecified)	-2	4	10	0.1	1	5	-2.2	4	1	0
CCN(CC(=O)Nc1c(F)cccc1F)C(=O)Cc1n[nH]c(=O)c2ccccc12	0	3	-1	-0.7	-1	1	1.8	1	-8	12
CC(NC(=O)OC(C)(C)C)C(=O)N1CCCC1C(=O)NC(Cc1ccccc1)C(N)=O (stereo unspecified)	2	-1	-6	-0.1	.	-1	-0.8	-19	-4	.
Cc1noc(/C=C/c2ccco2)c1S(=O)(=O)N1CCC(C(=O)N2CCc3ccccc32)CC1	.	2	3	-2.7	-3	7	-3.5	-11	-10	-8
Cn1c(=O)c2c(n(Cc3ccccc3)c1=O)NC(=O)C2CC(=O)N1CCc2ccccc2C1 (stereo unspecified)	0	4	-7	-0.6	.	3	0.7	14	-8	7
COc1ccc2oc(=N)c(C(=O)Nc3ccccc3Cl)cc2c1	-4	-1	-5	-1.5	25	-2	-0.4	6	0	.
O=C(O)c1ccc2c(c1)S(=O)(=O)N=C1CCCCCN12	5	6	16	-0.9	1	-2	-2.0	-2	3	-5
CC(=O)c1ccc(C(=O)N2CCCC(CCC(=O)N(C)CCc3ccccn3)C2)s1 (stereo unspecified)	0	0	0	-0.8	-11	4	-2.8	2	-8	-5
O=[N+]([O-])c1cc2oc3c(c2c(C=NCc2ccncc2)c1O)CCCC3	0	-1	-8	0.7	.	-10	-0.6	-9	-10	-15
COc1cccc(-c2nn(-c3ccccc3)cc2CN(C)Cc2ccno2)c1	-2	-1	-1	-3.3	-1	-8	-0.8	.	-4	5
Cc1ccnc(NC(=O)Cn2c(=O)oc3cc(S(=O)(=O)N4CCCC4)ccc32)c1	.	-4	3	-0.4	-1	-3	-1.8	-8	-4	-7
COc1ccc(C2=NOC(C(=O)NC3CCCCC3)C2)cc1OC (stereo unspecified)	.	3	-2	-2.4	.	5	0.6	-25	-13	-1
C[C@H]1COC(=O)[C@H](Cc2ccc(F)cc2)C/C=C\C[C@H](CC(=O)N(CCO)Cc2ccccc2)C(=O)N1	-4	0	-9	-0.3	-2	6	-1.5	-3	-8	6
Cc1ccc(NC(=O)CNC(=O)c2ccc(C)o2)cc1	-1	2	-1	-0.1	0	2	2.0	4	2	.
O=C1C(=O)N(CCN2CCOCC2)C(c2cccc(Cl)c2)/C1=C(\O)c1ccc2c(c1)OCCO2 (stereo unspecified)	.	0	-1	0.4	2	-3	1.0	5	-4	0
C(=C\CSc1ncn[nH]1)/CSc1ncn[nH]1	-4	-3	-17	-1.2	.	2	1.3	-4	-8	9
CCC(=O)N1c2ccc(S(=O)(=O)CCC(=O)NCc3cccs3)cc2CC1C (stereo unspecified)	1	-3	11	-3.5	-5	4	0.2	-2	1	.
CCOC(=O)c1nn(-c2ccc(F)cc2)c(=O)cc1OCC(=O)Nc1ccc(OCC)cc1	-5	-5	10	-2.0	0	-12	0.0	-10	?	2
S=c1[nH]nc(COc2ccccc2)n1/N=C/c1cccc(Br)c1	9	-3	9	-2.6	-2	-3	2.3	1	-2	-4
